Screens as filed in PubChem.
DT40 TDP1 no CPT: qHTS for Inhibitors of human tyrosyl-DNA phosphodiesterase 1 (TDP1): qHTS in cells in absence of CPT; actives 15% (n = 420,000); Potency, µM (highest dose often 46.2 µM), without a hit: at the top dose activity change, negative = growth inhibition, actives largely listed as inhibitors; DT40 Tdp1-/- hTDP1 cells, no CPT, ATP luminescence, 48 h; also: nearly all actives have a fitted effect of over 55% in size
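Luminescent ATP content (CellTiter-Glo) served as the growth readout. Knockout chicken DT40 cells expressing human TDP1 were exposed to compounds without camptothecin for a minimum 48 hr at 37 °C.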
KAT2A inh: GCN5L2 (KAT2A) acetyltransferase inhibition | GCN5L2 HAT assay, ThioGlo1 CoA-SH fluorescence | actives 0.21% (n = 390,000) | AID 504327 | Potency, µM (series often up to 58.9 µM), for the others: at the top dose activity change, negative = inhibition, most hits filed as inhibitors
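Compounds, pin-transferred from DMSO stocks, meet 20nM GCN5L2 for 15 min before the reaction begins with H3(1-25) peptide (75uM) and acetyl-CoA (70uM). Thiol-reactive ThioGlo1 reports CoA release over 20 min at room temperature.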
TDP1 block: TDP1 (human) enzyme inhibition | Q9NUW8 | AID 485290 | Potency, µM (doses to about 130 µM), for inactives: at the highest dose activity change, negative = inhibition, usual class: inhibitors | actives 0.28% (n = 350,000) | recombinant TDP1, AlphaScreen DNA substrate cleavage; also: nearly all actives have a fitted effect of over 40% in size
Target sequence (Q9NUW8 whole entry, looked up): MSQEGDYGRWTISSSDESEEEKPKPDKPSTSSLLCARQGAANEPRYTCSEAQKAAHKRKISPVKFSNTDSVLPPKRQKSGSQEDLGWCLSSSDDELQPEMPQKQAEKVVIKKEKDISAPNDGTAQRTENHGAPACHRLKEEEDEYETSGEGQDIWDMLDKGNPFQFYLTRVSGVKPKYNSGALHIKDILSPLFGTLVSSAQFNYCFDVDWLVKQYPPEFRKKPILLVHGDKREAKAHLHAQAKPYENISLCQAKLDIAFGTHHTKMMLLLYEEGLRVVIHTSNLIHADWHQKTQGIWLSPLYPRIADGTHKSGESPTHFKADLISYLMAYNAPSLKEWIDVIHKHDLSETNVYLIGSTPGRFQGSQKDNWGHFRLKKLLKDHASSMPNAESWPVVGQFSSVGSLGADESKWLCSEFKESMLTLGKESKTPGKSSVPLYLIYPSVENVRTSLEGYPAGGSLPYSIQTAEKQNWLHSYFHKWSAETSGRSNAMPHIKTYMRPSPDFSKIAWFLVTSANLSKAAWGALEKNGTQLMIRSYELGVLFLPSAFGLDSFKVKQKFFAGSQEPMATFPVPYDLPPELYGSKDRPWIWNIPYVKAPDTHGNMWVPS
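Signal: AlphaScreen proximity between streptavidin donor and anti-FITC acceptor beads on intact substrate. Reaction: Tdp1 1 nM, substrate 15 nM final, 5 min RT after 15 min compound preincubation.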
The depositor's hits bear a star; ? = inconclusive; · = not tested or not shown; & = joins results of further samples; [ ] = another dose, or the depositor's remark. Calls follow the shape of the dose curve; as a rule, active = well fitted curve in the direction sought with a large enough effect; inconclusive = small, poorly fitted or top-dose-only effect, or another doubt; inactive = no such curve, though single readings can be large; an effect the other way counts as inactive or inconclusive. % is scaled to controls: 0 for no effect and ±100 for the full control effect; potency is read from the fitted curve at half-maximal effect. A portion of the library. The share of hits here may be higher or lower than overall.

| nr | mol | TDP1 block | DT40 TDP1 no CPT | KAT2A inh |
| --- | --- | --- | --- | --- |
| 1 | CCOC(=O)CNC(=O)CN1C(=O)CCSc2ccccc21 | 3% | 2% | 2% |
| 2 | CCOc1cc(CNCCc2ccc(S(N)(=O)=O)cc2)cc(Cl)c1OCc1ccccc1 | -2% | ? | 2% |
| 3 | COc1ccc(Nc2c3c(nc4ccc(NC(=O)c5ccc(F)cc5)cc24)CCCC3)cc1OC | 9% | ? | -3% |
| 4 | COc1ccc(S(=O)(=O)N2CCCCCC2)cc1NS(=O)(=O)c1cc(C(=O)O)cc(C)c1C | 3% | 18% | -1% |
| 5 | O=C(O)Cc1nc(-c2cccnc2)sc1-c1ccc(Br)cc1 | 0% | 4% | ? |
| 6 | CC(C)CN(C(=O)CCNC(=O)c1ccc([N+](=O)[O-])cc1)C1CCS(=O)(=O)C1 (centres undefined) | 0% | -14% | -2% |
| 7 | CC(C)[C@@H](CO)NC(=O)c1ccc2c3n(nc2c1)-c1ccc(Cl)cc1CO3 | 5% | ? | 6% |
| 8 | CCc1nnc(NC(=O)CCC(=O)NCc2ccccc2OC)s1 | 4% | 6% | -16% |

| nr | mol | TDP1 block | DT40 TDP1 no CPT | KAT2A inh |
| --- | --- | --- | --- | --- |
| 9 | Cc1nn(-c2ccccc2)cc1/C=N/O | 4% | -3% | -3% |
| 10 | O=C(Oc1ccccc1)c1ccc(NC(=O)c2ccco2)cc1 | 2% | -23% | -7% |
| 11 | COC(=O)c1ccc(COC(=O)CNC(=O)c2cccc(OC)c2)o1 | 3% | 18% | 1% |
| 12 | Cc1ccccc1/C=N/NC(=O)CSc1nc2ccccc2o1 | 8% | -11% | 0% |
| 13 | Cc1ccc(Sc2c(C=O)c3ccccc3n2C)cc1 | -3% | ? | -3% |
| 14 | CCn1cc2nc(SCc3ccccc3F)n(Cc3ccc(C)cc3)c(=O)c2n1 | 0% | 12µM* | -4% |
| 15 | Cc1ccc(S(=O)(=O)N2CCOCC2)cc1C(=O)NCc1cn2ccsc2n1 | 8% | -15% | -2% |
| 16 | COc1ccc(NS(=O)(=O)c2cc(NC(=O)c3cccc(OCc4c(C)noc4C)c3)ccc2OC)cc1 | 2% | 23µM* | -7% |

| nr | mol | TDP1 block | DT40 TDP1 no CPT | KAT2A inh |
| --- | --- | --- | --- | --- |
| 17 | O=C(O)c1ccccc1OCCOCCOc1ccccc1C(=O)O | 7% | 2% | -13% |
| 18 | CC(C)CN(C(=O)C1CCCO1)C1CCS(=O)(=O)C1 (centres undefined) | · | -9% | -3% |
| 19 | CCOC(=O)c1cc(C)nc(S(C)(=O)=O)c1C#N | 1% | ? | -2% |
| 20 | COc1ccc(CNC(=O)c2ccc3c(c2)N(Cc2ccc(C)cc2)CCS3)cc1 | 4% | ? | 2% |
| 21 | Cc1noc(C)c1S(=O)(=O)N(C)Cc1ccccc1 | 0% | ? | -6% |
| 22 | O=S(=O)(c1ccc(Cl)nc1)N1CCC(Cc2ccccc2)CC1 | -2% | 8% | 4% |
| 23 | COc1ccc(CNc2ncnc3ccc(-c4c(C)noc4C)cc23)c(OC)c1 | · | ? | -10% |
| 24 | CC1CCc2sc(C(=O)OCC(=O)NCc3ccc(F)cc3)cc2C1 (centres undefined) | 5% | 15µM* | 1% |

| nr | mol | TDP1 block | DT40 TDP1 no CPT | KAT2A inh |
| --- | --- | --- | --- | --- |
| 25 | CC(C)(C)c1ccc(-c2nc(NCc3cccnc3)c3ccccc3n2)cc1 | 5% | ? | 0% |
| 26 | CN(C)c1ccc(/C=C(/NC(=O)c2ccccc2)C(=O)N/N=C/c2ccc([N+](=O)[O-])c(O)c2)cc1 | -11% | -14% | -28% |
| 27 | CC1(C)CC(=O)C(C=NCCCN2CCCC2=O)=C(O)C1 | 6% | -12% | -2% |
| 28 | Cc1cc(C)cc(C(=O)NCC(c2ccc(N(C)C)cc2)N2CCCC2)c1 (centres undefined) | 4% | 16µM* | -5% |
| 29 | CCOC(=O)N1CCN(CC(=O)Nc2nnc(C(F)(F)F)s2)CC1 | · | 1% | -2% |
| 30 | O=C1COc2ccc(C(=O)COC(=O)Cc3ccc(F)cc3)cc2N1 | -2% | ? | -12% |
| 31 | Cc1ccc(S(=O)(=O)N2CCCCC2)cc1NC(=O)CSc1ncccn1 | 0% | 2% | 3% |
| 32 | Cc1ccc(NC(=O)Nc2cnccn2)c(C)c1 | 2%[56.1 µM] | 11% | -10% |

| nr | mol | TDP1 block | DT40 TDP1 no CPT | KAT2A inh |
| --- | --- | --- | --- | --- |
| 33 | COc1ccc(-n2nc(C(=O)NCC(=O)N3CC(C)CC(C)C3)c3ccccc3c2=O)c(OC)c1 (centres undefined) | -1%[0.0935 µM] | -19% | 0% |
| 34 | COCCCN1CC(=O)N2C(c3ccc(C)cc3)c3[nH]c4ccccc4c3C[C@H]2C1=O (some centres undefined) | · | ? | 4% |
| 35 | S=c1[nH]ncn1/N=C/c1ccccc1 | 6% | 23µM* | -5% |
| 36 | C[C@@]12C(=O)N(CC3CC3)CC(=O)N1[C@H](/C=C/c1ccccc1)[C@@H]1C(=O)N(c3ccccc3)C(=O)[C@@H]12 | · | 8% | 3% |
| 37 | Cc1cc(NC(=O)CSc2ccc3nnc(-c4ccc(Cl)cc4)n3n2)no1 | 3% | ? | 1% |
| 38 | CCC(=O)N1CCc2cc(Br)cc(S(=O)(=O)CCC(=O)NCCc3ccccc3)c21 | 6%&-4% | ? | -5%&-3% |
| 39 | COc1ccc(-c2cc(C(=O)N3CCCCC3C)no2)cc1OC (centres undefined) | 4% | -17% | -6% |
| 40 | O=C(/C=C/C=C/c1ccccc1)c1ccco1 | 5% | 18µM* | -2% |

| nr | mol | TDP1 block | DT40 TDP1 no CPT | KAT2A inh |
| --- | --- | --- | --- | --- |
| 41 | CCOc1ccc(NC(=S)N2CCN(C/C=C/c3ccccc3)CC2)cc1 | 5% | 18µM* | 2% |
| 42 | O=C(CSc1nc2ccccc2s1)CSc1nc2ccccc2s1 | -5% | -5% | 2% |
| 43 | CCOc1ccc(-c2nc(-c3cccs3)c(CC(=O)O)s2)cc1OC | 6% | -16% | -11% |
| 44 | COc1cc(NC(=O)c2ccc([N+](=O)[O-])cc2)c(OC)cc1NC(=O)CC(C)C | 2% | 11% | 0% |
| 45 | COc1cc2[nH]c(=S)nc(NCc3cccc(Cl)c3)c2cc1OC | · | ? | 9% |
| 46 | Cc1csc(NC(=O)CCn2c(=O)oc3ccc(Cl)cc32)n1 | 4% | ? | 0% |
| 47 | CCC(NC(=O)N(Cc1ccccc1)Cc1ccc2c(c1)OCO2)(C(F)(F)F)C(F)(F)F | 2% | -20% | -12% |
| 48 | COC(=O)c1ccccc1NC(=O)CN1C(=O)c2ccccc2S1(=O)=O | -4% | 0% | 4% |

| nr | mol | TDP1 block | DT40 TDP1 no CPT | KAT2A inh |
| --- | --- | --- | --- | --- |
| 49 | Cc1cc(C(=O)N/N=C2\CCCC(=O)C2)c(C)o1 | -9% | -2% | 2% |
| 50 | O=C(CSc1nnc(-c2ccco2)n1-c1ccccc1)N1CCN(C(=O)c2ccco2)CC1 | 8% | 23µM* | 0% |
| 51 | Cc1ccc(-c2csc3ncnc(N4CCN(C)CC4)c23)cc1C | · | 12µM* | -3% |
| 52 | COC(=O)/C(C#N)=C/c1c(Oc2cccc(C)c2)nc2ccccn2c1=O | 4% | -39% | -2% |
| 53 | COc1c2c(c(C)c3c1C(=O)OC3)O[C@@]1(C)CC[C@@]3(O)C(C)(C)OC(=O)CC[C@]3(C)[C@H]1C2 | · | ? | -28% |
| 54 | COC(=O)[C@@H](NC(=O)NC1CCCCC1C)C(C)C (some centres undefined) | -1% | -6% | -2% |
| 55 | COc1ccc2[nH]c(=O)c(CNc3ccccc3OC)cc2c1 | · | 13µM* | -11% |
| 56 | O=C(O)C1C2C=CC(O2)C1C(=O)Nc1ccc(S(=O)(=O)N2CCc3ccccc32)cc1 (centres undefined) | 0% | -10% | -17% |

| nr | mol | TDP1 block | DT40 TDP1 no CPT | KAT2A inh |
| --- | --- | --- | --- | --- |
| 57 | Cc1cc(C)n(C(=O)c2cc3sccc3[nH]2)n1 | 1% | 8% | -3% |
| 58 | COc1ccccc1N1CCN(C(=O)COc2cccc3ccccc23)CC1 | 4% | ? | -15% |
| 59 | Cc1cccc(CN2CCC(CNC(=O)C3CCCN(S(=O)(=O)c4cnc[nH]4)C3)CC2)c1 (centres undefined) | 0% | -11% | -1% |
| 60 | Cc1sc(NC(=O)CSc2nnc(C(C)C)n2C)c(C#N)c1C | -2% | -4% | 3% |
| 61 | COc1ccc(CCNC(=S)NCc2cccs2)cc1OC | -3% | ? | -4% |
| 62 | COc1ccc(CN2CN(S(=O)(=O)c3ccccc3)c3nc4ccccc4nc32)cc1 | · | ? | -6% |
| 63 | COc1ccc(NC(=O)c2cc(-c3ccccn3)nc3ccccc23)cc1S(=O)(=O)N(C)C | 1% | 9.2µM* | -4% |
| 64 | COc1ccccc1NC(=S)c1ccccc1 | 3% | -7% | 0% |

| nr | mol | TDP1 block | DT40 TDP1 no CPT | KAT2A inh |
| --- | --- | --- | --- | --- |
| 65 | CCOc1ccc(S(=O)(=O)N2CCN(C(=S)NCC3CCCO3)CC2)cc1 (centres undefined) | · | -18% | -17% |
| 66 | Cc1ccc([N+](=O)[O-])cc1S(=O)(=O)N1CCCCC1C(=O)O (centres undefined) | 5% | -7% | 0% |
| 67 | Cn1c(=O)c2c(nc(NCc3ccc4c(c3)OCO4)n2Cc2ccccc2Cl)n(C)c1=O | 0% | ? | 3% |
| 68 | CCc1cc(=O)oc2cc(OCC(N)=O)c(Cl)cc12 | 4% | -8% | 4% |
| 69 | CN1CCN(C(=O)/C(=C\c2ccc3c(c2)OCO3)NC(=O)c2cccs2)CC1 | 0% | -3% | -11% |
| 70 | O=C(Nc1ccc(Cl)cc1)c1cc(S(=O)(=O)N2CCOCC2)cs1 | -1% | ? | -10% |
| 71 | Cc1ccc(-c2nnn(CC(=O)N(Cc3ccccc3F)C(C(=O)NC3CCCC3)c3ccncc3)n2)o1 (centres undefined) | 10%[56.1 µM] | -4% | -4% |
| 72 | Cc1ccc(Cl)cc1N1CCN(C(=O)Cn2nc(C)c3sc4ccccc4c3c2=O)CC1 | 14% | -16% | ? |

| nr | mol | TDP1 block | DT40 TDP1 no CPT | KAT2A inh |
| --- | --- | --- | --- | --- |
| 73 | COc1ccc(S(=O)(=O)N2CCCCCC2)cc1C(=O)N(C)Cc1ccc(Cl)cc1Cl | · | ? | -3% |
| 74 | COC(=O)c1cccc(NC(=O)C(C)N2C(=O)c3ccccc3C2=O)c1 (centres undefined) | 0% | 3% | -2% |
| 75 | Nc1c(-c2nc(-c3ccccc3)cs2)c2ccccn2c1C(=O)c1ccc2c(c1)OCO2 | -5% | 6.5µM* | -8% |
| 76 | O=c1[nH][nH]c2nc(C(F)(F)F)cc(C(F)(F)F)c12 | 5% | -2% | 1% |
| 77 | COc1ccccc1[C@]1(C)ON(c2ccccc2C(F)(F)F)C1=O | -16% | ? | -25% |
| 78 | CCOc1ccc(C(=O)c2cn(CC(=O)Nc3ccc4c(c3)OCO4)c3ccc(OC)cc3c2=O)cc1 | 9% | ? | -5% |
| 79 | COCCN(C(=O)COC(=O)c1ccccc1NCc1ccco1)c1c(N)n(Cc2ccccc2)c(=O)[nH]c1=O | · | -12% | ? |
| 80 | O=C(CSc1ccc(Cl)cc1)NN=C1CCCCCC1 | 4% | -2% | -8% |

| nr | mol | TDP1 block | DT40 TDP1 no CPT | KAT2A inh |
| --- | --- | --- | --- | --- |
| 81 | Cc1c(NC(=O)c2c([N+](=O)[O-])cnn2C)c(=O)n(-c2ccccc2)n1C | · | 5% | -2% |
| 82 | O=C(Cc1ccccc1)Nc1ccc(SC(F)F)cc1 | -3% | ? | -2% |
| 83 | CC(C)CNC(=O)c1ccc(NC(=O)c2cccs2)cc1 | -1% | -23% | 1% |
| 84 | O=C(c1cc(-c2cccs2)nc2ccccc12)N1CCN(c2ccccc2)CC1 | 7% | ? | 1% |
| 85 | Cc1cc(NCc2ccccc2Cl)n2nnnc2n1 | 6% | -19% | 0% |
| 86 | O=S(=O)(c1cc(Cl)sc1Cl)N1CCCC1 | 6% | -16% | -2% |
| 87 | COc1ccc(C2C(C#N)=C(C)NC3=C2C(=O)c2ccccc23)cc1 (centres undefined) | 5% | 26µM* | -2% |
| 88 | CCc1ccc(/C=C2/SC(=S)N(CCC(=O)Nc3cccnc3)C2=O)cc1 | 3% | -28% | -34% |
| 89 | COc1ccc(C(=O)NCc2oc(-c3ccccc3)cc2C(=O)O)cc1 | 2% | 2% | -4% |
| 90 | COC(=O)c1ccc(CNC(=O)CSc2nnc(COc3ccccc3)n2C)o1 | 2% | -2% | 8% |
| 91 | O=C(Nc1ccc(Sc2ccc(Br)cc2)cc1)c1ccco1 | 2% | ? | -22% |
